High-throughput results deposited in PubChem BioAssay by several laboratories.
ABHD4 inh: inhibits mouse alpha/beta hydrolase domain 4 | inhibition, % at 8.92 µM | purified mABHD4, FP-Rh probe fluorescence polarization | 370,000 tested, 0.54% active | AID 720543 | Q8VD66;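 active = inhibition exceeding the mean over every tested compound plus 3 SD, cut at about 30% in these data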;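 note: 0% = plate median of compound wells and 100% = S159A mutant with DMSO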
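Assay system: mouse ABHD4 enzyme, wild type / Also added: fluorescent activity-based probe FP-Rh / Doses: single nominal dose of 8.92 µM, 0.89% DMSO final / Timing: 45 min compound pre-incubation plus 60 min probe step, 25 °C / Signal: FP readout, ex 525 nm / em 598 nm / Control set: S159A mutant/DMSO as 100%, compound-well median as 0%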
HTRA1 inh: blocks human HTRA1 serine peptidase. Q92743. recombinant HTRA1, FP-rhodamine activity-based probe, fluorescence polarization. inhibition, % at 5.96 µM. 340,000 tested, 0.5% active; in the data active = inhibition above about 36%;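 note: 0% = enzyme with DMSO and 100% = wells lacking enzyme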
SIAE inh: blocks human sialic acid acetylesterase; Q9HAT2; AID 1053197; inhibition, % at 9.66 µM; SIAE FP-Rh probe binding, fluorescence polarization; 370,000 tested, 0.69% active;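 active = inhibition above a cutoff: mean of compounds within the control limits plus 3 SD of those, cut at about 17% in these data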;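 note: 0% = plate median of compound wells and 100% = probe without SIAE protein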
TDP2 inh: TDP2 (human) inhibition, absorbance primary screen | O95551 | recombinant TDP2, T5PNP hydrolysis, p-nitrophenol absorbance 415 nm | inhibition, % at 12.8 µM | 370,000 tested, 0.34% active | AID 720702;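 active = inhibition above the mean of all tested compounds plus 3 SD, set per campaign, cut at about 25% in these data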;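 note: 0% = DMSO with enzyme and 100% = buffer with substrate but no TDP2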
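Assay system: recombinant human TDP2 / Reagent: T5PNP substrate at 5 mM, a TopII-DNA adduct mimic / Measured by: epi absorbance from released p-nitrophenol / Evaluation: % inhibition relative to enzyme-containing and enzyme-free wells / Control set: enzyme-free and DMSO wells / Replicates: each compound tested once, singlicate / Schedule: enzyme reaction with compound for 2 h at 37 °C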
PRMT1 inh: blocks human protein arginine methyltransferase 1 | Q99873 | recombinant PRMT1, activity-based probe fluorescence polarization | inhibition, % at 2.79 µM | 370,000 tested, 1.3% active | AID 652257;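 active = inhibition above about 21% made by adding two undisclosed values, limit read from the data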
TCR CD3 inh: human TCR-CD3 binding inhibition. 360,000 tested, 0.37% active. inhibition, % at 9.4 µM. TAMRA-labeled TCR probe fluorescence, biochemical. AID 651800; in the data active = inhibition above about 19%;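 note: recombinant mutant TCR 2C K166C tagged with TAMRA read by polarization; 0% = receptor in buffer alone and 100% = receptor with positive control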
NPR2 activator: GC-B (human) receptor activation; P20594; HEK293-GC-B cells, CNP EC30, cGMP TR-FRET; 0% at EC30 CNP, 100% saturating CNP; activation, % at 10 µM; 370,000 tested, 0.11% active;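 active = activation at 10 µM reaching about 35% in either raw or pattern-adjusted values, limit read from the data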
Target sequence (P20594 whole entry, looked up): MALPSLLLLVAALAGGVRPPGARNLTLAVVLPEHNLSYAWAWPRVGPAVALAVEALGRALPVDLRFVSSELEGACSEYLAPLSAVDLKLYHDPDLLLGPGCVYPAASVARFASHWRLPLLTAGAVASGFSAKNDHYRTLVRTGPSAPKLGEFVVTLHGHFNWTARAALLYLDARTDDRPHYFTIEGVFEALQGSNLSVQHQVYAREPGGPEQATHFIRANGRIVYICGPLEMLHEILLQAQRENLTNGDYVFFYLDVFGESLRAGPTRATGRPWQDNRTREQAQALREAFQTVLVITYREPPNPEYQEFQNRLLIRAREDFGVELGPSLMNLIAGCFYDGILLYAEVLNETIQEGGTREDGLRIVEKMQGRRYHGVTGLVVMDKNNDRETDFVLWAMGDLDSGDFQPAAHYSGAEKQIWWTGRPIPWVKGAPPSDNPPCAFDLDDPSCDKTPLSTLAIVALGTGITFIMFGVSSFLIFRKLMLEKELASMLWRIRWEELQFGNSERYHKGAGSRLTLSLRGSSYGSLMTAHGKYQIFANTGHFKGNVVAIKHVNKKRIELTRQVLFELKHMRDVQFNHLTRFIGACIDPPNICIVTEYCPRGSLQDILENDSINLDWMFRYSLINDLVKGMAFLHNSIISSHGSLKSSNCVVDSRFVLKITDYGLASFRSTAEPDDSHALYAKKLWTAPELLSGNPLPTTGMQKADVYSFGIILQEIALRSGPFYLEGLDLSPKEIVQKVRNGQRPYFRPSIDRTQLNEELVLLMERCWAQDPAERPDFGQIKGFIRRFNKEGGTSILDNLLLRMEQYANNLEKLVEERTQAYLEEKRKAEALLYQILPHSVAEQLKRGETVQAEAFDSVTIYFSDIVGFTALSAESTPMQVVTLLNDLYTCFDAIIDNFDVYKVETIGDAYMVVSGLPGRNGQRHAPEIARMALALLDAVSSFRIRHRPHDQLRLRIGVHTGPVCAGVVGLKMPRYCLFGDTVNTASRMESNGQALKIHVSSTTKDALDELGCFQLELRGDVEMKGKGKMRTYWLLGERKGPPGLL
MBD2 inh: MBD2-methylated oligo binding inhibition; Q9UBB5; TR-FRET, MBD2 binding to methylated oligonucleotide; inhibition, % at 4.4 µM; 370,000 tested, 0.31% active; AID 686964; in the data active = inhibition above about 13%
LEDGF integ inh: blocks HIV-1 LEDGF/p75-dependent DNA integration; TR-FRET IN-LEDGF/p75 DNA integration, Eu/Cy5; 370,000 tested, 0.64% active; inhibition, % at 3.7 µM;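 active = inhibition above the screen-wide mean plus 3 SD, cut at about 13% in these data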;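 note: signal is the Cy5 over europium emission ratio at 671 and 618 nm; 0% = plate median of compound wells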
rCAG RNA binder: binds r(CAG) RNA repeats. r(CAG) RNA repeat, TO-PRO-1 dye displacement fluorescence. inhibition, % at 3 µM. 370,000 tested, 1.3% active;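 active = inhibition above the plate cutoff, the mean of all test compounds on that plate plus 3 SD, cut at about 35% in these data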;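 note: 0% = DMSO alone and 100% = 100 µM mitoxantrone as full dye displacement; higher means more dye released from RNA so lower well fluorescence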
Numbers without * were called inactive; · = not tested or not shown. Only part of the results is shown; count on the stated rates, not on these rows.

nr	smiles	MBD2 inh	PRMT1 inh	TCR CD3 inh	NPR2 activator	TDP2 inh
1	Cc1sc(NC(=O)CCC(=O)O)c(C(N)=O)c1-c1ccccc1	-1	8	3	0	-1
2	Cc1ccc(S(=O)(=O)n2nc(C)cc2N)cc1	0	0	2	4	1
3	C=CCNc1ccc(C(=O)O)cc1	-2	1	-6	-3	-8
4	O=C(COc1ccc2c3c(c(=O)oc2c1)CCCC3)NCc1cccnc1	-5	-1	4	-16	-3
5	COC(=O)c1ccc(CN2CCCC(CCC(=O)NCc3ccc(C)o3)C2)cc1 (centres undefined)	0	-1	0	5	-3
6	c1ccc(CNc2c3ccccc3nc3ccccc23)cc1	6	1	-3	-6	5
7	COc1ccc(S(=O)(=O)N2CCN(C(=O)c3ccccn3)CC2)cc1	-3	1	0	2	0
8	CCOC(=O)C1(C)CCN1C(=O)c1ccc(OC)c(OC)c1 (centres undefined)	2	2	-4	5	2
9	O=C(Nc1ccccc1F)C1(c2ccccc2)CC1(Cl)Cl (centres undefined)	-5	-4	-3	-3	-4
10	O=C(Nc1ccccc1N1CCOCC1)c1csc2c1CCCC2	-3	1	3	-2	5
11	CC(=O)c1ccc(OC(=O)CCNC(=O)c2ccccc2)cc1	-1	-17	-5	5	2
12	CN1CCN(C(=O)c2ccc3c(c2)NC(=O)C(N2CCOCC2)S3)CC1 (centres undefined)	-3	0	1	0	7
13	Cc1ccc(C(=O)C(C)OC(=O)Cn2cnc3c2c(=O)n(C)c(=O)n3C)cc1 (centres undefined)	-1	-1	7	6	0
14	CCc1ccc(C(O)c2ncc(-c3ccccc3C)[nH]2)cc1 (centres undefined)	-3	-3	-11	-2	-23
15	COc1ccc(C(=O)NCc2cc(C)nc3ccccc23)cc1OC	5	2	0	4	0

nr	ABHD4 inh	LEDGF integ inh	HTRA1 inh	rCAG RNA binder	SIAE inh
1	3	1	2	1	-2
2	2	0	7	-1	0
3	-4	1	10	-1	-1
4	-4	4	1	-2	-1
5	-5	8	8	-1	-5
6	-7	-5	1	8	-3
7	4	-1	4	-1	-2
8	7	-3	·	0	5
9	-1	0	-11	-4	0
10	3	-2	-7	-2	-2
11	-1	-2	1	1	0
12	2	-1	1	0	6
13	4	3	1	-4	4
14	-6	6	·	0	-4
15	2	0	-7	1	11

Sorted by count of non-hydrogen atoms (low to high): 3 of the compounds above
nr	smiles	MBD2 inh	PRMT1 inh	TCR CD3 inh	NPR2 activator	TDP2 inh
2	Cc1ccc(S(=O)(=O)n2nc(C)cc2N)cc1	0	0	2	4	1
8	CCOC(=O)C1(C)CCN1C(=O)c1ccc(OC)c(OC)c1 (centres undefined)	2	2	-4	5	2
7	COc1ccc(S(=O)(=O)N2CCN(C(=O)c3ccccn3)CC2)cc1	-3	1	0	2	0

nr	ABHD4 inh	LEDGF integ inh	HTRA1 inh	rCAG RNA binder	SIAE inh
2	2	0	7	-1	0
8	7	-3	·	0	5
7	4	-1	4	-1	-2

The listing continues:
nr	smiles	MBD2 inh	PRMT1 inh	TCR CD3 inh	NPR2 activator	TDP2 inh
16	CCOC(=O)C1CCN(S(=O)(=O)c2ccc3[nH]c4c(c3c2)CCCC4)CC1	-2	-1	6	-3	-15
17	O=C(NCc1cccc(C(F)(F)F)c1)c1ccc2sc([C@H]3C[C@H](O)[C@@H](CO)O3)nc2c1	9	11	-11	0	-10
18	Cc1ccccc1CC1(CO)CCCN(Cc2c(C)nn(C)c2Cl)C1 (centres undefined)	5	2	0	-5	-3
19	COC(=O)Cc1cc(=O)n2[nH]c(C)nc2n1	4	2	5	4	-4
20	COc1ccc(N(C(=O)c2ccco2)S(=O)(=O)c2cccs2)cc1	1	1	5	-7	2
21	Cc1cc(Cl)ccc1OCC(=O)NCc1ccncc1	2	-4	-3	0	1
22	Cc1cc(C)c(C(=O)C2OC(=O)C(C)(C)C(=O)C2(C)C)c(C)c1 (centres undefined)	-1	-1	2	0	-16
23	Cn1c(NNC(=O)c2c(F)cccc2F)cc(=O)n(C)c1=O	3	-3	4	1	9
24	CC(C)n1nc(C(=O)Nc2cccc(S(=O)(=O)N3CCOCC3)c2)c2ccccc2c1=O	-4	-1	5	7	2
25	CC(NC(=O)c1ccccc1NS(C)(=O)=O)c1ccccc1 (centres undefined)	-5	-1	1	4	-15
26	Cc1c(CC(=O)NCCCCCC(=O)O)c(=O)oc2cc3c(cc12)CCC(C)(C)O3	1	-2	0	0	5
27	CN1C(=S)N(c2cccnc2)C(=O)/C1=C\c1ccc(N(C)C)cc1	-11	-5	-15	-5	-7
28	O=c1nc2scc(-c3ccccc3)n2c2ccccc12	3	0	5	-1	8
29	O=C1c2ccccc2C(Nc2ccc(S(=O)(=O)N3CCCCC3)cc2)N1c1ccccn1 (centres undefined)	-2	-3	-7	-4	8
30	CCOC(=O)C1=C(N)OC2=C(C(=O)CC(C)(C)C2)C1c1ccccc1OCC#N (centres undefined)	1	2	-2	-11	5

nr	ABHD4 inh	LEDGF integ inh	HTRA1 inh	rCAG RNA binder	SIAE inh
16	-3	0	-18	9	-1
17	-15	-1	·	1	-11
18	1	3	-8	2	-3
19	9	1	8	-5	11
20	0	1	-3	1	5
21	5	0	-4	-1	3
22	-1	0	-9	-9	-1
23	-2	-4	5	1	2
24	-6	0	-9	2	-1
25	-3	-2	8	1	-6
26	0	5	-2	0	0
27	-18	-8	-8	-1	-12
28	0	-2	4	-2	10
29	3	0	1	4	0
30	5	1	-2	-4	9

Additional compounds:
nr	smiles	MBD2 inh	PRMT1 inh	TCR CD3 inh	NPR2 activator	TDP2 inh
31	COc1ccc2c(c1OC)C(=O)OC2Nc1nc(-c2ccccc2)cs1 (centres undefined)	1	0	1	13	12
32	C/C(=N/NC(=O)c1ccoc1C)c1cccc(NC(=O)C(F)(F)F)c1	-1	2	3	-3	0
33	COc1ccc(CN2C(=S)NC(C)(C)CC2(C)O)cc1 (centres undefined)	3	-1	4	2	-6
34	COc1ccc(NS(=O)(=O)c2cccc(C(=O)NNC(=O)c3ccccc3O)c2)cc1	5	2	28*	-7	-9
35	O=C(CN1C(=O)C(=O)N(Cc2ccco2)C1=O)c1c[nH]c2ccccc12	-5	-3	9	0	8
36	COC(=O)c1cc2sccc2n1CC(=O)N(C)c1ccccc1	-4	-1	2	-21	6
37	O=C1OCC2=Nc3cccc4cccc(c34)N12	-10	3	4	-3	4
38	CN1c2ccccc2C(O)=C(C(=S)Nc2ccc(F)c(Cl)c2)S1(=O)=O	-1	-1	4	-2	2
39	O=C(NS(=O)(=O)Oc1ccc(Cl)cc1)OC[C@@H]1CCCN2CCCC[C@H]12	-1	0	5	0	-3
40	CC(=O)C1=C(C)N(Cc2ccc(Br)cc2)C(=S)NC1c1cccc(F)c1 (centres undefined)	-10	-2	3	-12	-3
41	O=c1c2ccccc2nc(SCc2nnc(-c3ccccc3)o2)n1-c1ccc(F)cc1F	-3	-3	3	-1	1
42	CC1(C)CC(=O)c2cc(OCC(=O)NCC3CCCO3)ccc2O1 (centres undefined)	-5	1	3	4	14
43	Cc1ccc(C)c(C(=O)CN2C3=NCCCN3c3ccccc32)c1	1	-2	-2	0	6
44	N/C(=N\OC(=O)COc1ccc(Cl)cc1Cl)c1ccccn1	-4	-5	-9	-3	6
45	Cc1noc(C)c1COc1cccc(C(=O)N(C)Cc2nc3ccccc3c(=O)[nH]2)c1	-4	0	4	-4	4

nr	ABHD4 inh	LEDGF integ inh	HTRA1 inh	rCAG RNA binder	SIAE inh
31	-1	-1	-1	1	15
32	4	3	-5	-1	2
33	5	-3	-6	2	3
34	16	-14	20	18	-2
35	3	0	7	14	-3
36	1	3	2	-7	15
37	17	-6	·	2	0
38	-17	4	-19	82*	-7
39	5	2	1	0	0
40	-12	1	·	5	-9
41	-16	1	-33	-3	-9
42	2	2	-4	1	-2
43	-3	2	8	7	-6
44	-20	1	-8	-4	3
45	4	-1	5	2	-4

Entries of single compounds as entered above. Values in the order: MBD2 inh	PRMT1 inh	TCR CD3 inh	NPR2 activator	TDP2 inh	ABHD4 inh	LEDGF integ inh	HTRA1 inh	rCAG RNA binder	SIAE inh
`COC(=O)c1cc2sccc2n1CC(=O)N(C)c1ccccc1` in the list: -4	-1	2	-21	6	1	3	2	-7	15
`O=C(NS(=O)(=O)Oc1ccc(Cl)cc1)OC[C@@H]1CCCN2CCCC[C@H]12` in the list: -1	0	5	0	-3	5	2	1	0	0
`CN1c2ccccc2C(O)=C(C(=S)Nc2ccc(F)c(Cl)c2)S1(=O)=O` in the list: -1	-1	4	-2	2	-17	4	-19	82*	-7

Carrying on:
nr	smiles	MBD2 inh	PRMT1 inh	TCR CD3 inh	NPR2 activator	TDP2 inh
46	COc1ccc(CNC(=O)CCNC(=O)C2CCN(S(=O)(=O)c3ccc(OC)cc3)CC2)cc1	-1	-3	2	-3	5
47	CCOC(=O)C1CCCN(C(=O)c2cc(CN3C(=O)c4ccccc4C3=O)ccc2OC)C1 (centres undefined)	-1	-3	7	-1	1
48	CC1(C(=O)NS(=O)(=O)c2ccc(Cl)cc2)CCN1C(=O)c1ccco1 (centres undefined)	-5	0	-2	1	6
49	CSc1nc(N)nc(C2CC2)n1	4	1	2	2	5

nr	ABHD4 inh	LEDGF integ inh	HTRA1 inh	rCAG RNA binder	SIAE inh
46	-1	-2	3	1	6
47	1	4	-6	-6	-3
48	-38	1	·	2	-46
49	3	-2	0	5	0
